# Compound activity from PubChem.
# bCat nuc transl: modulators of beta-catenin nuclear translocation, primary screen, imaging, HeLa cells, immunofluorescence, high-content; nuclear translocation activity, % at 5 µM; hit rate 0.3% among 190,000; AID 1665, 2009;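 active = nuclear translocation activity above 50% at 5 µM, with a well cell count of 50 or more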;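 note: per-cell ratio of nuclear to cytoplasmic median beta-catenin stain intensity; plate controls were DMSO negative control for no effect and GSK-3 inhibitor IX positive control for full effect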
#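 System: Human HeLa cells, endogenous beta-catenin | Compound dosing: 5 µM primary, 0.02–20 µM confirmation | Timing: 24 h compound exposure at 37°C, 5% CO2 | Measured by: Fluorescence imaging of beta-catenin antibody stain plus DAPI | Read-out basis: % activation of per-cell nuclear versus cytoplasmic median beta-catenin signal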
# West Nile virus CPE: West Nile virus antiviral activity, cell-based, CPE readout (AID 1621) | West Nile virus-infected cells, CPE inhibition; higher % means a stronger effect | CPE inhibition, % at 10 µM, or IC50 in µM where a hit was titrated | hit rate 0.02% among 290,000; in the data active = a potency from the dose series; note: strong numbers were not always called active
# WT yeast gro inh: growth inhibition of WT strain, primary screen, mitochondrial fusion inhibitor project, WT and mutant strains, chemical genetic; mitochondrial fusion phenotypic screen; hit rate 2.1% among 190,000; inhibition, % at 10 µM; in the data active = inhibition above about 58%; tested in S. cerevisiae
# Hep lipid drop: inhibitors of hepatocyte lipid droplet formation, primary screen, imaging, high-throughput imaging, BODIPY stain; AML12 mouse hepatocytes, oleate lipid droplets; inhibition, % at 6.5 µM; hit rate 0.4% among 240,000; AID 1656, 2009;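 active = lipid droplet intensity inhibited by at least 50%, with more than 500 cells counted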
#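 Material: mouse AML12 hepatocyte cell line, fixed after treatment; Timing: compound with oleate, overnight; Technique: high-content imaging of BODIPY-stained droplets and DAPI nuclei; Probe or stimulus: oleate, 100 µM final; Dosing: compound at 6.5 µM only.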
# Myeloid diff 2: induction of myeloid progenitor differentiation, primary screen, cell-based, flow cytometry, MLPCN library | hit rate 1% among 360,000 | ER-HoxA9 myeloid progenitors, lysozyme-GFP differentiation | calls only at 10 µM;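 active = normalized GFP-positive differentiation at or above the plate's own cutoff, the solvent-only control mean plus 3 SD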;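 note: cells exposed to compound for four days before flow analysis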
# MT stabilize HCS: microtubule stabilizers in HeLa cells, primary screen, imaging, high-content imaging. hit rate 0.83% among 200,000. HeLa tubulin immunostaining HCS, 24 h; share of cells brighter than vehicle mean+2SD. % tubulin-high responders, % at 10 µM;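 active = plate Z-score above 3 for both tubulin-high and condensed-nucleus cell shares, with cell loss under 80%, at 10 µM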;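 note: anti alpha tubulin signal scored within the nucleus-defined area of each cell; some results filed as inactive read as strong as hits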
# Autophagy mod: autophagy modulators in MEF cells, primary screen, imaging, high-content, MEF GFP-LC3. AID 463193, 2010. hit rate 0.98% among 190,000. calls only at 10 µM (by protocol). MEF GFP-LC3 puncta imaging; test concentration mostly 10 µM;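 active = percentage of spot-positive cells more than 3 SD above its plate mean, without a fluorescence outlier flag or 80% toxicity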;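 note: spot-positive cell cutoff set from DMSO-treated cells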
# Ins promoter up: insulin promoter activators in MIN6 cells, imaging, high-content screening, mouse beta cells; hit rate 0.3% among 190,000; z-score at 5 µM; MIN6 insulin promoter-GFP reporter; hits give high values;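 active = z-score above 3 at 5 µM with at least 500 cells counted in the well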
# T cell modulator: modulators of CD8 T cell-vesicle binding, primary screen, mouse 2C CD8+ T cells, flow cytometry; 2C CD8+ T cell-vesicle binding; hits give low values; calls only at 7 µM; hit rate 0.068% among 330,000;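 active = response, share of CD8 T cells binding vesicles, and their 90th percentile fluorescence all below set limits, cut at about 80% in these data, passing the limit was not always enough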
#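 Material: murine 2C transgenic CD8+ T lymphocytes / Also added: QL9-peptide-loaded Drosophila micro-vesicles bearing Ld, ICAM-1 and B7-1 / Schedule: binding step 1.5 h, 37 °C, antibody labelling 20 min, ice / Signal: flow cytometry, PE anti-B7-1 (FL2) versus Alexa647 anti-CD8 (FL8), PFA-fixed / Evaluation: percent CD8+ FL2 mean versus row control / Benchmarks: naked versus QL9-loaded vesicles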
# WT yeast gro inh mutant strain: recorded beside WT yeast gro inh, whose call it bears; inhibition, %; mitochondrial fusion phenotypic screen, mutant strain inhibition
# Ins promoter up cell count: further read-out of Ins promoter up, marked with its call; cell count; measured here: cytotoxicity, nuclei count;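 total cells summed across four imaged fields per well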
# Hep lipid drop cells 6.5 µM: further read-out of Hep lipid drop, marked with its call; cell count; measured here: cell count, cytotoxicity flag;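 cells counted across two imaged fields per well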
# bCat nuc transl cell count 5 µM: further read-out of bCat nuc transl, marked with its call; cell count; measured here: cell count, cytotoxicity flag
# T cell modulator vesicle-bound %: recorded beside T cell modulator, whose call it bears; double positive events, %; measured here: CD8+ vesicle-bound cell fraction;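 binding gate set so that unloaded-vesicle control wells show 10% double positive cells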
# MT stabilize HCS Hoechst-high %: recorded beside MT stabilize HCS, whose call it bears; % Hoechst-high responders; measured here: nuclear condensation Hoechst responders;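 share of cells brighter than vehicle mean plus two SD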
# MT stabilize HCS cytotoxicity %: also measured in MT stabilize HCS; calls as there; toxicity, %; measured here: cytotoxicity by cell density;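 0% = mean cell density of plate MIN control wells and 100% = no cells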
# Autophagy mod cell loss 18 h: further read-out of Autophagy mod, marked with its call; toxicity, %; measured here: cell loss, nuclei count;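 cell loss after 18 h compound exposure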
# Myeloid diff 2 GFP+ MAC1+ %: second read-out of Myeloid diff 2, no call of its own (marks repeat the call); GFP+ MAC1+ double positive, %; measured here: differentiation confirmed by MAC1 staining
# Active calls of the source: *; i = inactive; nt = no result given.
SMILES,bCat nuc transl,bCat nuc transl cell count 5 µM,West Nile virus CPE,WT yeast gro inh,WT yeast gro inh mutant strain,Hep lipid drop,Hep lipid drop cells 6.5 µM,Myeloid diff 2,Myeloid diff 2 GFP+ MAC1+ %,MT stabilize HCS,MT stabilize HCS Hoechst-high %,MT stabilize HCS cytotoxicity %,Autophagy mod,Autophagy mod cell loss 18 h,Ins promoter up,Ins promoter up cell count,T cell modulator,T cell modulator vesicle-bound %
COc1ccc2nc3ccccc3nc2c1NC(=O)c1ccc(Cl)cc1,-0.6,1054,-0.8%,-7.6,-4.4,3.2,563,i,0.3,6.4,2.9,7.2,i,1.3,0.74,1502,i,27.3
O=C(CSc1ccc2nnc(-c3ccccn3)n2n1)NCc1ccc2c(c1)OCO2,3.3,1167,nt,4.5,-1.6,-12.9,697,i,1.0,3.9,2.1,6.0,i,-2.0,-0.36,1275,i,45.6
Cc1ccccc1NC(NC(=O)c1cccs1)C(Cl)(Cl)Cl (stereo unspecified),0.4,1431,0.1%,23.7,14.9,nt,nt,i,0.4,1.3,1.6,12.3,i,26.8,-0.88,1300,i,26.0
O=C(C(Sc1ccccc1)c1ccccc1)N1CCN(c2ccccc2)CC1 (stereo unspecified),1.6,1089,-1.2%,32.0,11.6,-37.2,656,i,0.7,3.8,2.2,7.5,i,3.2,-0.91,1552,i,39.9
O=C(N/N=C/c1c[nH]c2ccc(Br)cc12)c1ccn(Cc2ccc(Cl)cc2Cl)n1,-1.4,1378,0.1%,12.5,8.1,nt,nt,i,0.4,1.2,1.3,10.6,i,-1.5,0.06,1679,i,35.4
COc1ccc(S(=O)(=O)N2CCOC2CNC(=O)C(=O)NCC(C)C)cc1 (stereo unspecified),nt,nt,-0.8%,nt,nt,2.0,824,i,5.9,nt,nt,nt,nt,nt,nt,nt,i,17.4
CCOC(=O)CSc1nnc(CNC(=O)c2ccc(S(=O)(=O)N3CCCC3)cc2)n1C,nt,nt,nt,-2.2,5.1,-5.4,678,i,0.7,1.8,2.0,8.6,i,-7.5,nt,nt,i,10.5
O=C(NCc1ccccc1Cl)C1CCC(=O)N1Cc1ccc(F)cc1 (stereo unspecified),nt,nt,-0.3%,nt,nt,13.0,814,i,0.6,nt,nt,nt,nt,nt,nt,nt,i,30.4
COc1cc([N+](=O)[O-])ccc1-c1ccc(/C=N/NC(=O)c2ccccc2O)o1,0.4,1335,-0.7%,nt,nt,-3.2,763,nt,nt,nt,nt,nt,nt,nt,-0.35,1245,nt,nt
CCc1ccccc1NC(=O)Nc1cnccn1,nt,nt,-0.2%,nt,nt,0.1,847,i,0.9,nt,nt,nt,nt,nt,nt,nt,i,12.1
COCC(C)Nc1ccc(S(=O)(=O)N2CCCC2)cc1[N+](=O)[O-] (stereo unspecified),-0.1,518,-0.6%,7.8,1.0,-33.7,719,i,0.6,1.5,1.1,3.5,i,-7.2,nt,nt,i,7.3
CCOc1cccc2cc(C(=O)N3CCN(C/C=C/c4ccccc4)CC3)c(=O)oc12,-2.3,1133,-0.1%,-10.8,-0.8,-2.1,678,i,0.6,2.8,2.0,8.8,i,-2.2,nt,nt,i,43.6
O=C(Nc1ccc(F)cc1)OCCN1CCN(Cc2ccccc2)CCC1=O,nt,nt,-1.1%,3.0,-20.5,-4.4,699,i,2.2,2.8,1.0,5.3,i,15.5,-0.22,1215,i,8.2
CCCc1cc(=O)[nH]c(SCC(=O)Nc2nonc2C)n1,nt,nt,0.2%,nt,nt,-20.7,782,i,2.3,nt,nt,nt,nt,nt,nt,nt,i,38.9
COc1ccccc1NC(=O)Nc1nnc(Cc2ccccc2F)s1,nt,nt,2.0%,nt,nt,-6.0,403,i,0.1,nt,nt,nt,nt,nt,nt,nt,i,25.7
C=C(C)CC1N(c2cccc(OC)c2)C(=O)[C@@H]2C(C(=O)O)[C@H]3C=C[C@@]12O3 (stereo partly specified),-6.9,1115,1.6%,3.7,7.1,nt,nt,i,0.8,6.5,3.8,6.1,i,-13.1,nt,nt,i,41.6
COCCCN1C(=O)C(=O)/C(=C(/O)c2ccc(S(=O)(=O)N3CCCCC3)cc2)C1c1cccc(OC)c1 (stereo unspecified),nt,nt,0.2%,nt,nt,-0.4,754,i,1.5,nt,nt,nt,nt,nt,nt,nt,i,10.3
CCn1c(SCCOc2ccc(Cl)cc2)nnc1-c1cccs1,-5.2,982,-1.6%,-1.2,2.2,nt,nt,i,0.8,1.9,2.2,8.5,i,11.8,-0.36,1094,i,12.3
CC(C)OC(=O)/C(C#N)=C/c1ccc(-c2ccc(SC(F)F)cc2)o1,0.1,970,-0.3%,-3.3,-2.4,-55.7,641,i,0.7,2.6,4.4,9.9,i,-12.4,0.16,1128,i,15.2
c1ccc2c(c1)ncn2CCC1CCCCC1,nt,nt,-0.2%,-1.4,6.8,4.8,737,i,1.0,2.8,2.2,8.4,i,-5.2,-0.3,1110,i,42.5
O=C(N1CCN(c2ccccc2)CC1)C1(c2cccs2)CCOCC1,-1.6,1023,-0.2%,-2.0,-18.6,-9.4,639,i,0.7,4.3,1.4,3.5,i,25.1,0.41,1536,i,15.7
O=C(CCCCCN1C(=O)CCC1=O)Nc1ncn[nH]1,nt,nt,0.5%,14.7,20.7,5.0,670,i,1.3,3.6,0.7,72.8,i,-4.3,-0.54,1074,i,45.3
CC1=C(C(=O)Nc2ccccc2)C(c2ccc(O)cc2)N2C(=O)CSC2=N1 (stereo unspecified),-1.0,1193,0.7%,1.9,2.7,-0.7,774,i,4.6,2.5,1.6,5.9,i,-10.8,nt,nt,i,26.0
CCOC(=O)c1c(C)[nH]c(C(=O)N2CCCC(C(=O)c3cccc(OC)c3)C2)c1C (stereo unspecified),3.6,1008,-0.6%,-11.6,-3.5,-1.7,776,i,0.6,3.0,1.6,3.7,i,24.8,-0.6,1342,i,58.1
O=C(Nc1ccc(F)cc1)N(CCCN1CCOCC1)Cc1cc2cc3c(cc2[nH]c1=O)OCO3,-1.7,1142,nt,-6.9,-13.9,-6.2,695,i,0.9,2.3,1.3,1.4,i,0.3,-0.36,804,i,39.1
COc1cc(C(=O)NCCOc2ccc(F)cc2)c(Br)c(OC)c1OC,1.3,958,0.2%,-1.3,-1.8,2.9,685,i,0.0,4.1,1.3,1.4,i,-27.7,0.27,1607,i,55.3
COc1ccc(-c2cn3cc(C)ccc3n2)cc1Br,3.4,461,-0.9%,21.2,8.4,9.5,657,i,0.7,2.8,2.5,7.9,i,1.3,-0.47,1274,i,44.8
COc1ccc(-c2nc3cc(C)ccn3c2NCc2ccc3c(c2)OCO3)cc1,-3.1,977,-0.7%,19.1,8.1,-2.4,749,i,0.3,2.3,1.9,7.2,i,9.5,0.05,1674,i,50.0
CCc1cccc(N=c2c([N+](=O)[O-])nn(-c3ccc(Cl)cc3)n2O)c1,-1.1,1123,0.3%,18.8,-3.9,31.5,761,i,0.5,2.0,1.1,6.9,i,28.5,-0.62,845,i,32.3
CC(C)C(=O)NC(=S)Nc1ccccc1C(=O)Nc1ccccc1,1.3,1356,0.0%,14.1,9.0,nt,nt,nt,nt,3.6,1.0,5.9,i,-37.2,-0.02,1576,i,15.3
C#CCn1cccc(C(=O)Nc2ccc(OC)cc2)c1=O,nt,nt,-1.0%,nt,nt,-2.9,838,i,0.4,nt,nt,nt,nt,nt,nt,nt,i,17.2
Nc1nc2c(c(=O)[nH]1)C(c1ccccc1)C1=C(N2)c2ccccc2C1=O (stereo unspecified),-1.0,1310,0.1%,nt,nt,-6.8,625,i,0.1,nt,nt,nt,nt,nt,0.69,987,i,26.1
COc1ccc(C(=O)COC(=O)COc2cc(C)cc(C)c2)cc1,nt,nt,0.4%,nt,nt,-0.1,677,i,2.3,nt,nt,nt,nt,nt,nt,nt,i,18.4
CCOc1ncccc1C(=O)Nc1ccc(-c2cn3ccsc3n2)cc1,-8.6,1061,0.5%,7.6,-5.4,nt,nt,i,0.6,4.7,2.8,14.2,i,10.8,-0.74,1063,i,37.3
Cc1cc(C)cc(NC(=O)C2CCCN2/C=C/C(=O)C(F)(F)F)c1 (stereo unspecified),2.4,1039,-0.3%,-6.3,-4.9,21.4,595,i,0.5,2.6,2.7,6.4,i,5.5,0.34,1510,i,33.3
O=C(NCC1CCCO1)/C(=C\c1ccco1)NC(=O)c1ccc(Cl)cc1 (stereo unspecified),-0.1,1476,0.0%,-6.2,-11.6,-1.1,655,i,0.2,2.6,1.8,14.1,i,-11.6,1.03,1422,i,61.0
COc1ccc(-n2cnnc2SCC(=O)Nc2ccc(C(N)=O)cc2)cc1,nt,nt,-0.6%,nt,nt,-2.1,808,i,0.5,nt,nt,nt,nt,nt,nt,nt,i,46.6

# Laid out differently: 2 of the compounds above
# Below each compound – bCat nuc transl | bCat nuc transl cell count 5 µM | West Nile virus CPE | WT yeast gro inh | WT yeast gro inh mutant strain | Hep lipid drop | Hep lipid drop cells 6.5 µM | Myeloid diff 2 | Myeloid diff 2 GFP+ MAC1+ % | MT stabilize HCS | MT stabilize HCS Hoechst-high % | MT stabilize HCS cytotoxicity % | Autophagy mod | Autophagy mod cell loss 18 h | Ins promoter up | Ins promoter up cell count | T cell modulator | T cell modulator vesicle-bound %
- Cc1cc(C)cc(NC(=O)C2CCCN2/C=C/C(=O)C(F)(F)F)c1 (stereo unspecified)
 : 2.4 | 1039 | -0.3% | -6.3 | -4.9 | 21.4 | 595 | i | 0.5 | 2.6 | 2.7 | 6.4 | i | 5.5 | 0.34 | 1510 | i | 33.3
- O=C(NCC1CCCO1)/C(=C\c1ccco1)NC(=O)c1ccc(Cl)cc1 (stereo unspecified)
 : -0.1 | 1476 | 0.0% | -6.2 | -11.6 | -1.1 | 655 | i | 0.2 | 2.6 | 1.8 | 14.1 | i | -11.6 | 1.03 | 1422 | i | 61.0
